697 NFkB inh – inhibitors of the PMA/ionomycin-induced NF-kB reporter in 697 B cells; 697 B-cell NF-kB luciferase reporter, 16 h; inhibition, % at 4 µM; 0.33% of 330,000 active; AID 435022; in the data active means inhibition above about 35%
Gli-Sufu block – antagonists of Gli-Sufu signaling | Sufu-KO-LIGHT fibroblasts, Gli luciferase reporter luminescence | inhibition, % at 5 µM | 0.74% of 340,000 active;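 active means inhibition above about 55%, limit read from the data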;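 further: 0% = DMSO-treated cells and 100% = wells with medium but no cells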
CXCR6 block – inhibitors of human CXCR6 receptor; inhibition, % at 20 µM; 0.36% of 360,000 active; CHO-K1 PathHunter CXCR6 beta-arrestin, luminescence; O00574; in the data active means inhibition above about 34%, passing the limit was not always enough;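 further: antagonist mode with CXCL16 agonist at 10 nM final; 0% = 10 nM CXCL16 with DMSO and 100% = unstimulated wells without agonist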
Target sequence (O00574 whole entry, looked up): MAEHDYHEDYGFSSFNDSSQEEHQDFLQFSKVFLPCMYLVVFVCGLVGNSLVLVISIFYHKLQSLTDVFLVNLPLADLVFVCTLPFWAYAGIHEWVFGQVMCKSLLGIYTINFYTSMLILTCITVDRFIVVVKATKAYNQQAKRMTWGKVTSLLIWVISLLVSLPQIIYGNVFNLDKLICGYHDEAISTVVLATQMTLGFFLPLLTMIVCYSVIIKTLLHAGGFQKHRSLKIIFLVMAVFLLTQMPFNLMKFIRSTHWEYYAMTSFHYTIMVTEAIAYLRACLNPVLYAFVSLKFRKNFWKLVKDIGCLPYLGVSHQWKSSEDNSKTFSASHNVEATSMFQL
EBI2 block – antagonists of human EBI2 receptor. P32249. EBI2 beta-arrestin recruitment, luminescence, 7a,25-OHC stimulated. inhibition, % at 5 µM. 0.81% of 360,000 active; in the data active means inhibition above about 38%;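 further: enzyme fragment complementation signal reports receptor beta-arrestin coupling in cells; 0% = agonist plus DMSO wells and 100% = wells without agonist; some results beyond the cut were filed as inactive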
Target sequence (P32249 whole entry, looked up, the tested form may be a part): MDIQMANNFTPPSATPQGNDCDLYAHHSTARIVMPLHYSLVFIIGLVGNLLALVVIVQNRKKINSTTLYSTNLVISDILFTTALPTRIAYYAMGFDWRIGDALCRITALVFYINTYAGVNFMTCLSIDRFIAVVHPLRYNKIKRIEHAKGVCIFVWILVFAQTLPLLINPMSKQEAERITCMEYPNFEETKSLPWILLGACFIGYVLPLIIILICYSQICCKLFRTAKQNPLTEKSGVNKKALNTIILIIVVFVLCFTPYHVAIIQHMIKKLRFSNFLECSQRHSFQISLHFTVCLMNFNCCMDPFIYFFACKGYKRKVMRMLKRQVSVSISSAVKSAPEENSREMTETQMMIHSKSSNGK
UBC13 polyUb – human UBC13 polyubiquitination inhibition; P61088; UBC13 polyubiquitin chain formation, TR-FRET; inhibition, % at 20 µM; 0.47% of 330,000 active; AID 485273; in the data active means inhibition above about 45%, passing the limit was not always enough
APJ antag – antagonists of human APJ apelin receptor | CHO-K1 APJ beta-arrestin complementation, luminescence | inhibition, % at 20 µM | 0.32% of 330,000 active | AID 2521;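 active means inhibition above about 40% at 20 µM, limit read from the data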;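 further: cells challenged with 10 nM apelin-13 agonist together with compound; plate controls were apelin-13 plus DMSO wells for no effect and DMSO wells lacking apelin-13 for full effect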
CCR6 antagonist – antagonists of human CCR6 receptor; P51684; CHO-K1 CCR6 PathHunter beta-arrestin, luminescence, CCL20-stimulated; inhibition, % at 20 µM; 0.49% of 340,000 active; AID 493098;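 active means compounds whose inhibition of the agonist-driven luminescence signal at 20 µM reaches about 50%, limit read from the data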;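 further: cells stimulated with CCL20 at 14 nM final; plate controls were DMSO with CCL20 for no effect and DMSO without agonist for full effect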
Target sequence (P51684 whole entry, looked up): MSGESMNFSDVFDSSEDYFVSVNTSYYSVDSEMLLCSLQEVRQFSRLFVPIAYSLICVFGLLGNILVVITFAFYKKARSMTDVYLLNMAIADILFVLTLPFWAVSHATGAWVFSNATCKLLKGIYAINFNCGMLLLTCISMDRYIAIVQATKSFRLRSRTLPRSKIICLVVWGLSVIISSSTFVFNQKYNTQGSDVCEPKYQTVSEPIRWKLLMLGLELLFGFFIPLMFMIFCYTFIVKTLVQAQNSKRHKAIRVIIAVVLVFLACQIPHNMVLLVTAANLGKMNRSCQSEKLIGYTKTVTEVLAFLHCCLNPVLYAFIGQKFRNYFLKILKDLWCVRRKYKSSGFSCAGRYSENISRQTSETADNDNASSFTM
Jurkat NFkB inh – inhibitors of the PMA/ionomycin-induced NF-kB reporter in Jurkat cells; PMA/ionomycin-induced NF-kB luciferase reporter, luminescence; inhibition, % at 4 µM; AID 435003; 0.53% of 330,000 active; in the data active means inhibition above about 50%
The depositor's hits bear a star; . = not tested or not shown. Compounds were not picked by outcome. Share with any hit: about 3%.

SMILES	697 NFkB inh	Gli-Sufu block	CXCR6 block	EBI2 block	UBC13 polyUb	APJ antag	CCR6 antagonist	Jurkat NFkB inh
O=C(CCS(=O)(=O)c1cccc2nsnc12)N1CCN(Cc2ccc3c(c2)OCO3)CC1	10	2	4	3	-1	7	17	-4
CC(=O)Nc1ccc(S(=O)(=O)NC2(C(F)(F)F)C(=O)Nc3c2c(=O)n(C)c(=O)n3C)cc1 (stereo unspecified)	4	2	-1	-13	14	2	-5	7
CCCCN(C(=O)C1CC(=O)N(CCc2ccc(OC)c(OC)c2)C1)c1c(N)n(CCCC)c(=O)[nH]c1=O (stereo unspecified)	10	-8	0	3	0	7	-1	14
O=C(Nc1ccc(OCC(F)(F)C(F)F)c(C(F)(F)F)c1)c1ccccc1O	-38	26	-2	-4	-5	0	-2	-19
COc1ccc(N2CCN(C(=O)NCc3ccc(C)cc3)CC2)cc1	14	-16	-1	33	4	11	14	0
CC1CCCCN1C(=O)CCC(=O)Nc1nnc(C2CCCCC2)s1 (stereo unspecified)	-12	-14	-10	5	-2	9	5	9
CNc1ccc(Br)cc1C(O)c1ccccc1 (stereo unspecified)	1	-6	2	-8	0	10	-1	17
CC(C)CN(C(=O)COC(=O)CNC(=O)c1sc2ccccc2c1Cl)C1CCS(=O)(=O)C1 (stereo unspecified)	-1	-3	1	14	2	-3	12	-22
CCN1CCN(c2ccc(S(=O)(=O)N3CCOCC3)cc2N)CC1	7	4	6	0	-1	11	3	3
Cc1cc(O)c(-c2ccno2)cc1Cl	6	-4	-6	2	4	-13	-7	12
COc1ccc(C(=O)Nc2ccccc2N2CCCC2)cc1	-24	42	-3	1	-1	20	18	-12
COc1ccc(N2C(=O)C(OC(C)=O)C2c2ccc(C)cc2)cc1 (stereo unspecified)	-12	2	1	3	4	-6	-6	-6
COc1ccc(C2CC(=O)C(C3NCCc4ccccc43)=C(O)C2n2cncn2)cc1 (stereo unspecified)	25	-9	8	-1	15	3	1	13
COc1ccc(C(=O)C2CCCN(C(=O)c3ccnn3C)C2)cc1OC (stereo unspecified)	6	-4	6	-5	1	11	13	-8
Clc1ccc2c(N/N=C/c3cccnc3)ccnc2c1	-2	26	4	25	1	3	21	-38
Cc1nc2ccc(NC(=O)COc3ccccc3)cc2s1	.	1	1	6	.	.	10	.
S=c1[nH]nc(-c2ccccc2)n1C1C=CCCC1 (stereo unspecified)	-11	1	2	-6	-7	15	-6	-3
CC(=O)N(C)c1ccc(NC(=S)Nc2ccccc2)cc1	-14	-7	-3	-6	-6	18	-7	-2
Cc1ccc(NC(=O)CSc2sc3c(O)cc(=O)[nH]c3c2C#N)cc1C	10	-20	3	-6	-6	8	14	-8
O=C(Nc1ccc2c(c1)OCCO2)C(=O)NC1CC1	-63	-88	0	-6	7	5	-2	-79
COc1cccc(/C=C(\C#N)C(=O)NC2CCS(=O)(=O)C2)c1 (stereo unspecified)	1	-15	-4	-1	5	-20	-1	8
O=C1c2ccccc2C(Nc2ccc(S(=O)(=O)N3CCOCC3)cc2)N1Cc1ccco1 (stereo unspecified)	-3	5	-7	0	-2	15	-10	3
Cc1nn(-c2ccccc2)nc1CNC(=O)c1ncoc1-c1ccccc1	0	4	0	3	7	-17	7	12
O=C1c2ccccc2S(=O)(=O)c2cc(C(=O)N3CCC(O)CC3)ccc21	13	3	2	4	2	-7	-10	-7
COc1ccc(C2c3ccc(O)cc3Oc3ncn4nc(-c5cccnc5)nc4c32)cc1OC (stereo unspecified)	11	-9	13	81*	-6	5	13	5
New compounds follow:
SMILES	697 NFkB inh	Gli-Sufu block	CXCR6 block	EBI2 block	UBC13 polyUb	APJ antag	CCR6 antagonist	Jurkat NFkB inh
Cc1cc(C)n2c(SCc3ccc(Br)cc3)nnc2n1	9	-5	-11	9	2	16	9	-7
COc1ccc(CN2CCN(C)CC2)cc1OCc1ccccc1	4	6	4	-5	9	19	-7	-5
C[C@H](N)C(=O)NC[C@H]1O[C@@H](n2cnc3c(N)ncnc32)[C@H](O)[C@@H]1O	-1	-3	2	-10	.	.	14	.
COc1ccc2c(C)cc(=O)[nH]c2c1	3	5	-2	-13	5	-9	-8	14
CCOC(=O)N1CCN(C(=O)CN2C(=O)COc3ccc(C(C)(C)C)cc32)CC1	-6	7	0	-12	5	23	-5	23
Cc1ccccc1NC(=O)CN(c1ccc(F)cc1)S(C)(=O)=O	-6	-7	-14	2	8	9	13	-2
Cn1cc(CN2C[C@]3(C)C[C@H]2CC(C)(C)C3)c(-c2ccc3c(c2)OCCO3)n1	-7	7	5	6	-4	5	12	0
O=C(Nc1cccc(S(=O)(=O)NC2=NCCC2)c1)c1cc(-c2ccco2)nc2ccccc12	-22	5	10	-7	36	5	21	-2
CCOC(=O)C1CCN(CC(O)COCc2ccccc2)CC1 (stereo unspecified)	6	34	-3	-4	-3	-5	11	7
CC(C)c1ccc(OCC(=O)NC(C)c2ccccc2)cc1 (stereo unspecified)	-2	4	-2	6	-2	13	-3	5
COC(=O)COc1cccc2c(=O)n(CC(=O)N3CCCCC3)ccc12	43*	0	-4	-17	4	-9	0	-6
COC(=O)c1ccccc1NC(=S)NC(=O)c1ccccc1C	13	5	9	3	16	16	17	-3
NNc1nc2c(F)cc(F)cc2s1	-17	7	-10	-7	3	24	12	-24
Cn1c(=O)oc2cc(S(=O)(=O)Nc3ccccc3)ccc21	2	-3	-2	0	5	11	2	8
CCCCn1c(CN2CCN(C)CC2)nc2ccccc21	18	9	-1	-1	4	-4	11	6
O=C(C(Sc1ccccc1)c1ccccc1)N1CCN(c2ccccc2)CC1 (stereo unspecified)	-22	7	15	18	-4	11	27	17
Cc1cc(C)nc(-n2ncc3c2CC(C)CC3=O)n1 (stereo unspecified)	-7	5	2	3	2	-8	-6	-11
CC(=O)c1c(C)[nH]c(C(=O)Nc2nc(-c3ccc(-c4ccccc4)cc3)cs2)c1C	-4	-2	-17	-11	-23	-12	-5	-11
CN1C(c2ccc(F)cc2)=CS/C1=C(\C#N)c1nnc2n1-c1ccccc1SC2	8	-12	8	6	1	0	16	1
CC(=O)NCC(=O)N(Cc1ccco1)C1(C(=O)NC2CCCC2)CCCCC1	5	.	2	5	16	13	9	-1
CN(C)c1ccc(C(=O)/C=C/c2ccc(Br)cc2)cc1	-45	-56	8	86*	0	-10	14	-36
Nc1ccc(-c2nc3ccc(-c4nc5ccccc5o4)cc3[nH]2)cc1	-126	-36	-14	10	35	-20	1	-86
Cc1ccc(NC(=O)c2cc(-c3ccc(F)cc3)on2)cc1C	7	-9	-2	6	8	6	11	-14
COc1cc(/C=c2\sc3n(c2=O)C(c2ccccc2)C(c2ccccc2)=NN=3)ccc1O (stereo unspecified)	22	-1	35	49*	-26	21	41	-2
O=C1CCCN2N=C(SCC(=O)Nc3ccc(F)cc3F)SC2=N1	10	-12	3	-9	0	-10	-7	-10

Four entries already listed, ordered by count of non-hydrogen atoms, rising.
SMILES	697 NFkB inh	Gli-Sufu block	CXCR6 block	EBI2 block	UBC13 polyUb	APJ antag	CCR6 antagonist	Jurkat NFkB inh
Cc1cc(C)n2c(SCc3ccc(Br)cc3)nnc2n1	9	-5	-11	9	2	16	9	-7
COC(=O)c1ccccc1NC(=S)NC(=O)c1ccccc1C	13	5	9	3	16	16	17	-3
CC(=O)NCC(=O)N(Cc1ccco1)C1(C(=O)NC2CCCC2)CCCCC1	5	.	2	5	16	13	9	-1
CCOC(=O)N1CCN(C(=O)CN2C(=O)COc3ccc(C(C)(C)C)cc32)CC1	-6	7	0	-12	5	23	-5	23

Following part
SMILES	697 NFkB inh	Gli-Sufu block	CXCR6 block	EBI2 block	UBC13 polyUb	APJ antag	CCR6 antagonist	Jurkat NFkB inh
O=S(=O)(c1ccccc1)c1nc(-c2ccccc2)oc1N1CCOCC1	-11	40	-1	2	-16	9	12	7
S=C(NCc1ccccc1)N1CCN(Cc2ccc3c(c2)OCO3)CC1	1	5	2	2	9	-1	2	5
COc1ccccc1CN1C(=O)CN(C2CCCCCC2)C(=O)C1c1ccc(F)cc1 (stereo unspecified)	16	6	5	9	2	3	7	12
O=C(N[C@@H](Cc1ccccc1)c1nc2ccccc2[nH]1)c1cc([N+](=O)[O-])ccc1Cl	27	-4	6	10	6	0	2	15
CC(C)OCCCNC(=O)c1cc2c(=O)n(C)c3ccccc3c2n1C	8	24	-8	-7	-4	-36	0	-1
COc1ccc2[nH]cc(CCNC(=O)C3CC(=O)N(c4ccc(Cl)cc4)C3)c2c1 (stereo unspecified)	-25	-17	1	16	-4	-30	-2	-10
CCCC(=O)N1CCN(c2ccc(NC(=O)c3cccs3)cc2)CC1	-9	-5	-6	-14	6	10	3	-4
CC(NC(=O)CN1C(=O)NC2(CCc3ccccc32)C1=O)c1ccccc1 (stereo unspecified)	18	-5	0	-1	5	-24	11	-1
CSc1ccc(C2Nc3cccc4cccc(c34)N2)cc1	-266	9	-3	-10	-9	-41	6	30
CC(C)C(=O)Nc1nnc(CCc2ccccc2)s1	1	-3	2	-2	3	5	7	-1
Cc1ccc(S(=O)(=O)N/N=C/c2cccc3nccnc23)cc1	19	8	8	8	10	29	23	-6
CC(NC(=O)c1cccs1)C1CCCO1 (stereo unspecified)	7	-19	-5	-5	4	-5	4	-2
CC(OC(=O)c1ccc2c(c1)OCCO2)C(=O)NC1CCCCC1C (stereo unspecified)	-9	-4	1	7	-2	11	10	15
NC(=O)c1cccnc1Oc1ccccc1	-6	-7	2	5	-3	23	8	-12
CCOC(=O)N1CCC(N(CCN(C)C)C(=S)Nc2cc(Cl)ccc2C)CC1	3	-2	4	14	-12	-12	13	-11
CC12CCC(C(=O)Nc3ccccc3Br)(C/C1=N\O)C2(C)C (stereo unspecified)	-32	-7	-3	-8	-12	-2	6	-6
O=c1c2ccccc2nnn1CSc1nnc2sc3ccccc3n12	-222	.	.	.	-20	-16	.	-72
CCN(CC)c1ccc(/C=C2\C(=O)c3ccc(C(=O)O)cc3C2=O)cc1	.	-21	49*	24	.	.	74*	.
O=C(NC1CCCCCC1)c1ccc(Br)o1	2	9	6	-1	1	13	3	-9
CCOC(=O)C1=C(c2ccccc2)Nc2ncnn2C1c1cc(OC)ccc1OC (stereo unspecified)	14	6	7	-3	-8	-1	-12	-2
O=C(O)/C(=C/c1ccco1)NC(=O)c1ccc(Br)o1	-11	29	-9	-12	-6	28	10	7
COc1ccc(CCNC(=O)C(C(=O)c2ccc(F)cc2)n2ccccc2=O)cc1OC (stereo unspecified)	-11	2	11	-1	-5	21	-9	-7
CC(C(=O)NC1C=CS(=O)(=O)C1)N1C(=O)/C(=C\c2ccccc2)SC1=S (stereo unspecified)	-7	-12	1	16	-18	-3	4	-6
NC(=S)N/N=C\c1c2ccccc2cc2ccccc12	.	-2	-3	19	.	.	14	.
CCCCOC(=O)c1ccc(N2C(=O)CC(N3CCN(C/C=C/c4ccccc4)CC3)C2=O)cc1 (stereo unspecified)	-9	5	14	22	13	12	16	6
(listing goes on)
SMILES	697 NFkB inh	Gli-Sufu block	CXCR6 block	EBI2 block	UBC13 polyUb	APJ antag	CCR6 antagonist	Jurkat NFkB inh
CCOC(=O)N1CCN(C(=O)c2ccc3c(=O)n(CCc4ccccc4)c(=S)[nH]c3c2)CC1	-7	9	5	15	25	-5	12	-2
CCOc1ccc(/C=N/n2nnnc2N)cc1OCC	4	1	0	-1	4	-7	3	10
CCOC(=O)C1CCN(C(=O)C2(NC(=O)Nc3ccccc3Cl)CCCCC2)CC1	-10	5	9	5	1	15	12	15
CCOC(=O)Cc1c(Sc2ccccc2)c2cc(C)ccc2n1C	16	3	4	11	24	2	17	-7
COc1ccccc1N1CCN(C(CNS(=O)(=O)c2cccs2)c2cccnc2)CC1 (stereo unspecified)	-3	-5	-4	2	5	-5	-8	1
Cc1ccc2c(c1)C(c1ccc([N+](=O)[O-])cc1)=NNC(c1ccc(Br)cc1)=N2	13	5	11	17	-10	6	24	1
Cc1ccc(S(=O)(=O)n2c(N)nc3ccccc32)cc1	0	9	2	-8	32	-1	13	-2
COc1ccc(NC(=O)c2cccc(Cn3cc(Br)cn3)c2)cn1	9	2	-1	6	6	12	9	-6

Filtered by structure, the entries above containing a COOH group.
SMILES	697 NFkB inh	Gli-Sufu block	CXCR6 block	EBI2 block	UBC13 polyUb	APJ antag	CCR6 antagonist	Jurkat NFkB inh
CCN(CC)c1ccc(/C=C2\C(=O)c3ccc(C(=O)O)cc3C2=O)cc1	.	-21	49*	24	.	.	74*	.
O=C(O)/C(=C/c1ccco1)NC(=O)c1ccc(Br)o1	-11	29	-9	-12	-6	28	10	7
